D1 ag – agonists of human D1 dopamine receptor | 360,000 compounds, 1% hits | AID 504660 | activation, % at 2 µM | P21728 | HEK293 T-REx D1 cells, calcium flux, agonist mode; in the data active means activation above about 30%; further: 0% is about no effect
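Tetracycline-induced HEK293 TREx D1 cells, force-coupled to calcium signalling, were dye-loaded with a no-wash calcium kit. Compound was pin-added after a 10 s baseline. Fluorescence was read kinetically at 1 cycle/s for 180 s, with calcium rises flagged as agonism.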
Vif-A3F inh – blocks the Vif interaction with APOBEC3F; HeLa A3F-eYFP + Vif (tagged APOBEC3F with the HIV-1 protein that degrades it), YFP fluorescence increase; Potency, µM (series often up to 46.1 µM), without a hit: at the highest dose activity, negative = active; 390,000 compounds, 0.2% hits; AID 602313; further: potency means the concentration at half of the fitted maximal effect; % of control where 0% means no effect; nearly all actives have a fitted effect of over 65% in size
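Fluorescence increase (Ex 488/Em 500-530) after overnight compound treatment at 37 deg C flags inhibition of Vif-driven A3F-eYFP loss in stable HeLa A3F-eYFP/Vif cells seeded overnight beforehand.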
D2 potentiator – positive allosteric modulators of human D2 dopamine receptor. HEK293 T-REx D2, calcium flux, EC20 dopamine potentiation. potentiation, % at 10 µM. AID 485347. 340,000 compounds, 0.34% hits;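 active means potentiation over 3 SD above the plate norm, cut at about 30% in these data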; further: 0% is about no effect
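Potentiation of an EC20 dopamine calcium response is measured in a force-coupled, tetracycline-inducible Hek293 Trex D2 line. Compound-only kinetic reads over 180 s flag agonists before dopamine addition.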
RXFP1 ag – activates the human relaxin receptor RXFP1; HEK293T-RXFP1 cAMP TR-FRET, 30 min; response scale: percent of porcine relaxin response, buffer zero; Q9HBX9; 370,000 compounds, 0.3% hits; Potency, µM (highest dose often 57.5 µM), inactives show at the highest dose activation, hits mostly activators; further: potency means the concentration at half of the fitted maximal effect; on the % scale 0 is the no-effect control and ±100 the full control effect; nearly all actives have a fitted effect of over 60% in size; many of its hits are not listed in these tables
Target sequence (Q9HBX9 whole entry, looked up): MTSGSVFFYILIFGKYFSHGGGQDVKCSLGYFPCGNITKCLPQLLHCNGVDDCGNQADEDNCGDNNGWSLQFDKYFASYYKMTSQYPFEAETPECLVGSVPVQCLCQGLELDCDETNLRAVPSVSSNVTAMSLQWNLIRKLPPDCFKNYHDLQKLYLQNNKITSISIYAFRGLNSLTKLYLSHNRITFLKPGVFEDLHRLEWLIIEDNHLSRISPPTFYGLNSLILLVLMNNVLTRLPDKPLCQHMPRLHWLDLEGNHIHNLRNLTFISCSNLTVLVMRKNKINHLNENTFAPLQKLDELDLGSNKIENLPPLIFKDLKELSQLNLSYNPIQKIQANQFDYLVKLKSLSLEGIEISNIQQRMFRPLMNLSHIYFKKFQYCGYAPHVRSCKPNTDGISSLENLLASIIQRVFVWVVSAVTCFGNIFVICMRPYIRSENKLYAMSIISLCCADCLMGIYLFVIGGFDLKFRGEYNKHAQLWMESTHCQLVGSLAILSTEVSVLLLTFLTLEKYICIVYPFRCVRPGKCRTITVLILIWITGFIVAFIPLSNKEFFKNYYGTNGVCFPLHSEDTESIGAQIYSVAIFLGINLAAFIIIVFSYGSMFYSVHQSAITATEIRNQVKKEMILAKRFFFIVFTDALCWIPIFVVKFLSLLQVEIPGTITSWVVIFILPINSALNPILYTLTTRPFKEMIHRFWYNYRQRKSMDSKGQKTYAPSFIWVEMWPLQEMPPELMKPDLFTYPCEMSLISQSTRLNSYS
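HEK293T cells stably expressing RXFP1 were pretreated with the PDE4 inhibitor Ro 20174, exposed to compounds for 30 min at 37C, lysed, and cAMP was read by TR-FRET. Data normalized to buffer (basal) and 29 nM porcine relaxin (100%).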
D1 antagonist – human D1 dopamine receptor antagonism | HEK293 TREx D1 cells, calcium flux, dopamine EC80; active compounds read low | AID 504652 | P21728 | 360,000 compounds, 3.2% hits | activity change, negative = inhibition, % at 10 µM; in the data active means activity change below about -30%; further: on the % scale 0 is the no-effect control and ±100 the full control effect
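After overnight tetracycline induction at 30 C, force-coupled D1 HEK293 cells took up a no-wash calcium dye at room temperature. Compounds were added and monitored 180 s, and the response to EC80 dopamine was then recorded.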
Vif-A3G inh – inhibitors of Vif-APOBEC3G interaction | Q9HC16 | HeLa A3G-eYFP + Vif (tagged APOBEC3G with the HIV-1 protein that degrades it), YFP fluorescence, overnight | Potency, µM (highest dose often 46.1 µM), for the others: at the top dose activity, negative = active, hits mostly inhibitors | 410,000 compounds, 0.076% hits | AID 602310;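 further: potency means the concentration at half of the fitted maximal effect; on the % scale 0 is the no-effect control and ±100 the full control effect; nearly all actives have a fitted effect of over 60% in size; hits raise eYFP signal because A3G escapes Vif-driven loss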
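Read-out is eYFP fluorescence (Ex 488/Em 500-530) from Vif-expressing HeLa A3G-eYFP cells; more signal means A3G escaped Vif-mediated degradation. Cells plated overnight, compound pinned in, incubated overnight at 37 deg C.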
D1 PAM – potentiators of human D1 dopamine receptor. P21728. HEK293 TREx D1 cells, calcium flux, dopamine EC20 potentiation. potentiation, % at 10 µM. 360,000 compounds, 0.036% hits. AID 504651; in the data active means potentiation above about 30%; further: 0% is about no effect
GRP78 ERSR act – induces the endoplasmic reticulum stress response in human glioma cells. U87-MG GRP78 promoter luciferase reporter, 16 h. 420,000 compounds, 0.02% hits. Potency, µM, without a hit: at the top dose activation, usual class: activators; further: potency means the concentration at half of the fitted maximal effect; series mostly up to about 76 µM; % of control where 0% means no effect; nearly all actives have a fitted effect of over 35% in size
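Stably transfected U87-MG human glioma cells carrying a GRP78-based luminescent sensor were seeded at 1000 cells/well, pin-dosed with compounds and incubated 16 h. Luciferase reagent was then added, and end-point luminescence was read after 10 min at room temperature.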
LDHA block – inhibitors of human lactate dehydrogenase A | P00338 | purified LDHA, NADH/diaphorase-resazurin fluorescence; active compounds read low | 480,000 compounds, 0.15% hits | activity change, % (values are at about 110 or 230 µM); in the data active means activity change below about -30%; inconclusive means mostly about -25% to -30%;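 further: plate controls were DMSO wells for no effect and wells without enzyme for full effect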
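Human LDH5 (2 nM) was incubated with 0.06 mM NADH and 0.2 mM pyruvate for 5 min at room temperature in Tris pH 7.4. Remaining NADH was coupled through diaphorase/resazurin, and resorufin fluorescence was read at 0 and 20 min.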
Active calls of the source: *; ? = inconclusive; / = no result given; & = joins results of further samples; ! = not active in a repeat. Unless noted, the call rests on the fitted dose curve; in most records, active means well fitted curve in the direction sought with a large enough effect; inconclusive means small, poorly fitted or top-dose-only effect, or another doubt; inactive means no such curve, though single readings can be large; an effect the other way counts as inactive or inconclusive. A portion of the library; rates above refer to the full screens.

SMILES	D1 ag	Vif-A3F inh	D2 potentiator	RXFP1 ag	D1 antagonist	Vif-A3G inh	D1 PAM	GRP78 ERSR act	LDHA block
CCCCSc1ccc2nc(-c3ccc(C#N)cc3)cn2c1	2	-10%	-1	7.0%	-10	2%	-5	0%	-6
Cc1cc(C)c2c(=O)[nH]n(C3CCOC(C)(C)C3)c2n1 (stereo not given)	4	-1%	/	0.2%	-5	5%	-3	-2%	-4
O=C(Cn1cnc2nc3c(cc2c1=O)CCCC3)Nc1ccc(F)cc1Cl	0	0%	-1	5.7%	7	-8%	6	-4%	-5
COc1cccc(N2CCN(C(=O)c3ccc4nc(N5CCC(C)CC5)sc4c3)CC2)c1	4&10	-4%	3&-6	-0.5%&4.1%	0&10	1%	-1&-4	-7%	0
Cc1cccc(C(=O)NCc2nnc(SCC(=O)Nc3ccccc3F)n2-c2ccccc2)c1	-1	-1%	8	1.5%	-3	5%	2	-2%	-1
Cc1cc(C)cc(N(CCC#N)C(=O)CN2C(=O)NC3(CCCC3)C2=O)c1	3	1%	7	1.0%	12	-4%	18	-6%	-8
COc1ccc(CC(=O)Nc2ccc(-c3cn4ccccc4n3)cc2)cc1OC	0	-20%	21	6.4%	-14	-11%	-3	-10%	-5
CCOC(=O)N1CCN(C(=O)c2csc3c2CCCCC3)CC1	2	-2%	6	0.3%	7	2%	0	-4%	-3
COCCn1c(C)cc(O)c(C(c2ccc(Cl)cc2)N2CCCCC2)c1=O (stereo not given)	-1	-6%	8	3.6%	11	3%	2	-1%	-8
Cn1nc(C(F)(F)F)c(-c2ccc(F)cc2)c1NC(=O)CSCC(=O)O	1	10%	8	-3.5%	8	0%	0	-4%	-16
O=c1[nH]c(-c2ccccn2)cc2ccccc12	-1	-2%	3	1.7%	0	-8%	1	0%	1
Cc1nc2ccccc2c(=O)n1/N=C/c1cn(-c2ccccc2)nc1-c1cccs1	3	/	5	2.6%	17	-3%	0	-3%	-3
O=C(N/N=C/c1sc(=O)[nH]c1-[n+]1ccccc1)c1ccccc1[O-]	-1	-5%	5	-1.5%	1	-8%	1	15%	2
CCCC(=O)Nc1cc(C)c(O)c(-c2nc3ncccc3o2)c1	0	5%	-2	23%	-3	0%	-4	-3%	-2
S=c1[nH]nc(-c2ccc3ccccc3n2)n1-c1ccccc1	1	-1%	0	4.9%	-10	1%	15	-4%	-2
CC12CN3CC(C)(CN(C1)C3c1ccc(Cl)cc1Cl)C2O (stereo not given)	3	1%	-2	0.9%	-6	2%	-3	-3%	-2
O=C(COC(=O)CCc1ccc(S(=O)(=O)N2CCOCC2)cc1)Nc1ccc(Cl)cn1	36*!	0%	-1&0	0.0%&2.5%	-8&-16	1%	-8&0	-3%	-3
CCOC(=O)CC1ON(C)C(=O)N1c1ccc([N+](=O)[O-])cc1 (stereo not given)	5	1%	-8	-0.7%	/	1%	-2	3%	-4
N#Cc1c2ccccc2nc2ccccc12	0	1%	7	-0.6%	41	1%	-4	4%	-5
Cc1nn(Cc2nnc(SCC(=O)Nc3cccc(C(F)(F)F)c3)n2C)c(C)c1[N+](=O)[O-]	22	-26%	3	0.5%	-4	0%	2	-2%	-2

A draw from above in order of molecular weight, ascending:
SMILES	D1 ag	Vif-A3F inh	D2 potentiator	RXFP1 ag	D1 antagonist	Vif-A3G inh	D1 PAM	GRP78 ERSR act	LDHA block
CCOC(=O)CC1ON(C)C(=O)N1c1ccc([N+](=O)[O-])cc1 (stereo not given)	5	1%	-8	-0.7%	/	1%	-2	3%	-4
O=C(N/N=C/c1sc(=O)[nH]c1-[n+]1ccccc1)c1ccccc1[O-]	-1	-5%	5	-1.5%	1	-8%	1	15%	2
Cc1cc(C)cc(N(CCC#N)C(=O)CN2C(=O)NC3(CCCC3)C2=O)c1	3	1%	7	1.0%	12	-4%	18	-6%	-8

Going on with the list:
SMILES	D1 ag	Vif-A3F inh	D2 potentiator	RXFP1 ag	D1 antagonist	Vif-A3G inh	D1 PAM	GRP78 ERSR act	LDHA block
O=C(O)C1=CC[C@@H](c2ccc(Cl)cc2)N(S(=O)(=O)c2ccc(Cl)cc2)[C@H]1c1ccccc1	3	5%	-5	0.6%	-27	-22%	-1	6%	-3
CCCCN(C(=O)CSc1nnc(-c2ccc(OC)cc2)n1CC)c1c(N)n(Cc2ccccc2)c(=O)[nH]c1=O	3	2%	-9	0.7%	-10	0%	-6	-1%	-11
Cc1ccnc(NC(=O)c2cc3c(=O)oc4ccc(C)cc4c3s2)c1	0	-13%	-23	2.8%	-21	2%	-10	0%	-4
CC1CN(CC(=O)NCc2ccc(F)cc2)CC(C)O1 (stereo not given)	7	14%	-8	0.0%	4	-3%	/	0%	-8
CC1(C)CC(=O)C2=C(C1)OC(c1ccncc1)C(C#N)=C2N (stereo not given)	4	-3%	-2	2.5%	-6	3%	-5	-3%	-14
C=CCN(CC=C)Cc1c(O)ccc2c(=O)c(-c3ccccc3)coc12	2	-25%	-3	6.1%	-1	-3%	2	-5%	-3
COc1cc(C(=O)OCC(=O)N2CCN(C(C)=O)CC2)ccc1OCC(C)C	2	-3%	5	0.3%	2	1%	-3	-1%	5
COc1cccc(Nc2ncc(C#N)c(N)n2)c1	1	0%	6	-0.2%	-15	3%	2	5%	-1
COc1cccc(/C=C(\C#N)c2nc3ccc(C)cc3[nH]2)c1	-1	?	-15	8.3%	-7	?	-2	5%	-4
O=C(CSc1n[nH]c(=O)[nH]c1=O)NCC1CCCCC1	2	-4%	-1	2.2%	4	2%	0	-6%	0
CC1(C)OC(c2ccccc2)=C/C(=C/C=Nc2ccccc2)O1	-1	0%	/	-0.2%	-16	-28%	-5	-3%	0
FC(F)(F)c1cccc(Cc2noc(CN3CCC(c4ccncc4)CC3)n2)c1	8	9%	/	-0.1%	-19	6%	0	-2%	0
CCOc1ccccc1Nc1nnc(-c2cc3cc(Cl)ccc3oc2=O)s1	18	?	2	0.5%	-10	?	-2	-2%	-1
COc1nc(Oc2ccc(/C=N/O)cc2)nc(N(C)C)n1	4	-3%	5	1.9%	-2	0%	-5	-3%	-10
COc1ccc(Nc2cc(C(=O)NCc3ccccc3)c3ccccc3n2)cc1	0	-9%	-2	23%	-8	-3%	0	-6%	-7
O=C(CNC(=O)c1ccco1)NCc1ccc2c(c1)OCO2	/	1%	/	/	/	0%	/	-3%	-5
CC(=O)Oc1ccccc1C(=O)O	/	-2%	/	/	/	1%	/	-3%&-2%&-2%&-6%	4
CCOC(=O)C(NC(=O)NCc1ccc(F)cc1)(OCC)C(F)(F)F (stereo not given)	1	-19%	-8	2.8%	7	0%	-1	-8%	-4
CCOC(=O)CC(=O)NC(CC(=O)OC)c1ccc(C(C)C)cc1 (stereo not given)	4	15%	-4	1.4%	2	-6%	1	-3%	1
CCC(C)N1C(=O)N(C)C2NC(=O)NC21 (stereo not given)	0	-3%	9	-0.9%	-11	2%	2	2%	2

Taken from above.
CC1(C)CC(=O)C2=C(C1)OC(c1ccncc1)C(C#N)=C2N (stereo not given) in D1 ag: 4
CCOC(=O)C(NC(=O)NCc1ccc(F)cc1)(OCC)C(F)(F)F (stereo not given) in GRP78 ERSR act: -8%

Quoted at random: 5 records from the list, in no set order.
SMILES	D1 ag	Vif-A3F inh	D2 potentiator	RXFP1 ag	D1 antagonist	Vif-A3G inh	D1 PAM	GRP78 ERSR act	LDHA block
CC(=O)Oc1ccccc1C(=O)O	/	-2%	/	/	/	1%	/	-3%&-2%&-2%&-6%	4
CCOC(=O)CC1ON(C)C(=O)N1c1ccc([N+](=O)[O-])cc1 (stereo not given)	5	1%	-8	-0.7%	/	1%	-2	3%	-4
O=C(CSc1n[nH]c(=O)[nH]c1=O)NCC1CCCCC1	2	-4%	-1	2.2%	4	2%	0	-6%	0
O=c1[nH]c(-c2ccccn2)cc2ccccc12	-1	-2%	3	1.7%	0	-8%	1	0%	1
C=CCN(CC=C)Cc1c(O)ccc2c(=O)c(-c3ccccc3)coc12	2	-25%	-3	6.1%	-1	-3%	2	-5%	-3

Entries of single compounds, looked up by structure. Screens in order: D1 ag	Vif-A3F inh	D2 potentiator	RXFP1 ag	D1 antagonist	Vif-A3G inh	D1 PAM	GRP78 ERSR act	LDHA block
FC(F)(F)c1cccc(Cc2noc(CN3CCC(c4ccncc4)CC3)n2)c1 as listed: 8	9%	/	-0.1%	-19	6%	0	-2%	0
COc1cccc(/C=C(\C#N)c2nc3ccc(C)cc3[nH]2)c1 as listed: -1	?	-15	8.3%	-7	?	-2	5%	-4
CCCCN(C(=O)CSc1nnc(-c2ccc(OC)cc2)n1CC)c1c(N)n(Cc2ccccc2)c(=O)[nH]c1=O as listed: 3	2%	-9	0.7%	-10	0%	-6	-1%	-11

Other records follow:
SMILES	D1 ag	Vif-A3F inh	D2 potentiator	RXFP1 ag	D1 antagonist	Vif-A3G inh	D1 PAM	GRP78 ERSR act	LDHA block
COc1ccc(-n2c(SCC(=O)Nc3cc(C)on3)nc3c([nH]c4ccccc43)c2=O)cc1OC	0	4%	3	1.8%	-26	-4%	-2	-3%	-5
CC(/C=N/NC(=O)c1cc(C(C)C)[nH]n1)=C\c1ccccc1	-1	-30%	-4	-1.1%	-12	?	-4	4%	-3
CCOC(=O)[C@H]1[C@H]2COc3ccc(Cl)cc3[C@@H]2N2C(=O)c3cc(OC)ccc3NC(=O)[C@@]12C	0	-5%	-9	-1.2%	13	-16%	-5	-6%	-7
Cc1ccc(NC(=O)c2ccc3[nH]c(=O)c(=O)[nH]c3c2)nc1	2	7%	8	3.9%	13	1%	-2	-4%	-2

Bioassay records from PubChem BioAssay.
